bIAP activator – intestinal alkaline phosphatase (bovine) activation. AID 1016. activation factor at 20 µM. hit rate 0.17% among 200,000. purified bovine IAP, CDP-star luminescence, 30 min; stronger effect = higher value; fold of DMSO-control signal, blank-subtracted;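 active = activation factor of 2 or more at 20 µM, a signal rise over negative controls twice the positive control's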
PMI activator – increases human mannose-6-phosphate isomerase activity. activation factor at 20 µM. purified human PMI, coupled resazurin fluorescence, 20 min; stronger effect = higher value; 1 = vehicle control, 0 substrate-free wells. P34949. hit rate 0.005% among 190,000. AID 1214;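 active = activation factor of 2 or more at 20 µM, relative to plate controls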
Target sequence (P34949 whole entry, looked up): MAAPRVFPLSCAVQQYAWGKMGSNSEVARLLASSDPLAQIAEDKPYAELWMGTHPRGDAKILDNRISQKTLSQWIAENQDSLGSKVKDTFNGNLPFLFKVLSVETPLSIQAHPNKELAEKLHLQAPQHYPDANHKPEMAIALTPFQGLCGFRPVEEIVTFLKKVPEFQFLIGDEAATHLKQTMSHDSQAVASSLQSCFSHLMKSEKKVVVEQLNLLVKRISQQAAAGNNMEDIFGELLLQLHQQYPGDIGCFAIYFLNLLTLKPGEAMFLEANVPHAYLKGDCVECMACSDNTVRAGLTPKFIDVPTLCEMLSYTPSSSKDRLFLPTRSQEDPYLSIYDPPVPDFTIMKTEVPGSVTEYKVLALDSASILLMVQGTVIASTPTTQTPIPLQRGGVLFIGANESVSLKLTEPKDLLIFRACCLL
Lmaj promast – Leishmania major promastigote growth inhibition. Leishmania major promastigotes, resazurin fluorescence viability. inhibition, % at 10 µM. hit rate 9% among 200,000. AID 1063; in the data active = inhibition above about 50%;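 note: promastigotes grown with compound for 44 hours at 28 °C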
TNAP act hiacc – TNAP (human) activation, high acceptor; purified TNAP, CDP-star luminescence, 1 M DEA, 30 min; stronger effect = higher value; 0 = EDTA background, 1 = DMSO-only activity; P05186; activation factor at 20 µM; 200,000 tested, under 10 active;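 active = activation factor at least 2 at 20 µM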
Target sequence (P05186 whole entry, looked up): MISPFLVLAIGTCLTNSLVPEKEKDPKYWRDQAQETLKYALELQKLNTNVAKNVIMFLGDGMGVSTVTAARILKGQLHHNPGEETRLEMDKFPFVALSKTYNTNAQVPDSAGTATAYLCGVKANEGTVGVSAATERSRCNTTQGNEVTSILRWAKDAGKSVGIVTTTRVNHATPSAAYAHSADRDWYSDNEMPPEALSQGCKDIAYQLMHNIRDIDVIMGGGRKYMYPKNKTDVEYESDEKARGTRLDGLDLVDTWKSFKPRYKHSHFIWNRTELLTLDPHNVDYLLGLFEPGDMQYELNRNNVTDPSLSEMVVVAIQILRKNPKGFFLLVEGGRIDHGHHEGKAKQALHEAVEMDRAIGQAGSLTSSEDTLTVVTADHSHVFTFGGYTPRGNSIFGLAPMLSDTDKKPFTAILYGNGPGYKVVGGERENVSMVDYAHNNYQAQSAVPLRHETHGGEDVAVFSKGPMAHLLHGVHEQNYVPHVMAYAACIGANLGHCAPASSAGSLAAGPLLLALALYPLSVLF
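Assay system: human TNAP; Input: enzyme diluted 1/800 final; Reagent: CDP-star luminogenic substrate at 100 µM final; Timing: 30 min, room temperature; Signal: luminescence; Evaluation: TNAP activation factor scaled between EDTA and DMSO control wells.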
PMI act satM6P – increases human PMI activity with near-saturating mannose 6-phosphate | hit rate 0.34% among 190,000 | activation factor at 20 µM | coupled PMI enzyme assay, resazurin fluorescence, 20 min; stronger effect = higher value; 1 = untreated enzyme, 0 = substrate-free blank;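 active = activation factor of 2 or more at 20 µM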
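Test system: human phosphomannose isomerase with PGI, G6PDH, diaphorase coupling enzymes; amount: 15 ng/mL PMI; incubation: enzyme reaction with compound 20 min at room temperature; technique: resorufin fluorescence (Ex 544/Em 590 nm) from resazurin via diaphorase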
Diaph inh CS – diaphorase inhibition or chemical oxidation counter-screen | diaphorase resazurin-to-resorufin fluorescence, NADH, 16 min; bacterial (C. kluyveri) enzyme, not human | inhibition, % at 20 µM | hit rate 0.69% among 190,000;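 active = primary screen inhibition at 20 µM above a set limit, cut at about 50% in these data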;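 note: plate controls were DMSO with full reaction for no effect and wells lacking NADH for full effect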
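Assay system – diaphorase enzyme from Clostridium kluyveri · Amount – diaphorase 0.14 U/mL (working solution) · Times – reaction incubation of 16 min at room temperature · Controls – No-NADH positive control and DMSO neutral control · Signal – resorufin fluorescence 544/590 nm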
bIAP inhibitor – intestinal alkaline phosphatase (bovine) inhibition; purified bovine IAP, CDP-star luminescence, 30 min; 190,000 tested, under 10 active; inhibition, % at 20 µM;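 active = over 50% inhibition of intestinal alkaline phosphatase at 20 µM in the single-dose screen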
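test system = bovine IAP enzyme | medium = DEA buffer 100 mM, pH 9.8, with MgCl2 1.0 mM, ZnCl2 0.02 mM | detection = luminescence | dosing = single compound dose of 20 µM, 2% DMSO final | incubation = 30 min reaction at room temperature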
TNAP inh hi DEA – blocks human TNAP under high phosphate acceptor concentration. P05186. inhibition, % at 20 µM. hit rate 0.03% among 200,000. purified TNAP, CDP-star luminescence, 1 M DEA. AID 1135;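 active = over 50% inhibition of tissue-nonspecific alkaline phosphatase at 20 µM in the single-dose screen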;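 note: plate controls were DMSO wells for no effect and EDTA-quenched wells as full inhibition for full effect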
Diaphorase act – counter-screen for diaphorase-based assays: diaphorase activators and chemical reducers; activation factor at 20 µM; AID 1229; Diaphorase/resazurin coupled assay, resorufin fluorescence, 16 min; stronger effect = higher value; 1 = vehicle wells, 0 = NADH-free wells; hit rate 0.005% among 190,000;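 active = diaphorase activity raised at least twofold by the compound at 20 µM; inactive = activation factor below 2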
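test system = bacterial diaphorase enzyme (C. kluyveri) | quantity = enzyme 0.07 U/mL final | reagent = NADH substrate 0.114 mM plus resazurin dye 0.1 mM, final | incubation = 16 min enzyme reaction, ambient temperature | buffer or medium = HEPES pH 7.4 buffer with MgCl2 and Tween 20 | signal = fluorescence of resorufin, 544 nm excitation, 590 nm emission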
TNAP inh noacc – TNAP (human) inhibition, acceptor-free conditions; hit rate 0.26% among 200,000; inhibition, % at 20 µM; purified TNAP, CDP-star luminescence, 30 min; P05186;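 active = tissue-nonspecific alkaline phosphatase inhibition above about 50% at 20 µM in the single-dose screen, limit read from the data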;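 note: 0% = DMSO negative control and 100% = EDTA positive control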
* marks the source's active call; other numbers are inactive results; nt = no result given.

A first look, 2 compounds:
entry	canonical_smiles	bIAP activator	PMI activator	Lmaj promast	TNAP act hiacc	PMI act satM6P	Diaph inh CS	bIAP inhibitor	TNAP inh hi DEA	Diaphorase act	TNAP inh noacc
1	Cn1c(C(=O)NCC2CCCO2)cc2oc3ccccc3c21 (stereo unspecified)	0.9	0.9	-8	1.1	1	14	8	-7	0.9	-12
2	Cc1ccc(NC(=O)CS(=O)CC(=O)N(C(C)C(=O)NC2CCCCC2)C(C)(C)C)cc1 (stereo unspecified)	1.1	nt	-4	1	nt	nt	-14	3	nt	-1

All compounds of this part (from the top)
entry	canonical_smiles	bIAP activator	PMI activator	Lmaj promast	TNAP act hiacc	PMI act satM6P	Diaph inh CS	bIAP inhibitor	TNAP inh hi DEA	Diaphorase act	TNAP inh noacc
1	Cn1c(C(=O)NCC2CCCO2)cc2oc3ccccc3c21 (stereo unspecified)	0.9	0.9	-8	1.1	1	14	8	-7	0.9	-12
2	Cc1ccc(NC(=O)CS(=O)CC(=O)N(C(C)C(=O)NC2CCCCC2)C(C)(C)C)cc1 (stereo unspecified)	1.1	nt	-4	1	nt	nt	-14	3	nt	-1
3	O=C(NC1CCCCC1)C1CCCN1C(=O)NCc1ccccc1 (stereo unspecified)	0.9	1	-5	1	1	-1	7	-2	1	-2
4	CC1CCN(C(=O)Cn2cc(C(=O)c3ccco3)c3ccccc32)CC1	0.9	1.2	1	1.1	1.1	-19	11	-5	1.2	4
5	Cc1cc(NC(=O)Nc2cccc(C)c2C)no1	1	1	1	1.1	1	6	4	-6	0.9	-10
6	O=C(CSc1ccc(-c2cccnc2)nn1)N1CCCCCC1	1	1	-2	1	0.9	31	2	-3	0.7	-10
7	COc1ccccc1C(=O)N1CCN(c2cccc(Cl)c2)CC1	0.5	1	1	1	1.1	-4	47	-3	1	-6
8	Cc1ccc(NC(=O)/C(=C\c2ccccc2)NC(=O)/C=C/c2ccccc2)cc1	1	0.9	12	1	0.9	18	4	-4	0.8	-8
9	CC1CCN(S(=O)(=O)N2CCC(C(=O)O)CC2)CC1	1.1	0.8	-7	1	0.9	13	-6	0	0.9	-16
10	O=C(c1cccnc1Cl)N(Cc1ccccc1)Cc1ccccc1	1	1.1	9	1	1.1	4	2	2	1	-8
11	C/C(=N/NC(=O)c1cnccn1)c1cccs1	1.3	1.1	-1	1.1	1.1	2	-27	-7	1	1
12	CC1CCCCC1NC(=O)COC(=O)c1ccc2c(c1Cl)C(=O)c1ccccc1C2=O (stereo unspecified)	1	1.3	-6	1	1.2	5	2	3	0.9	-14
13	CC(C)C(=O)Nc1ccccc1C(=O)OCC(=O)c1ccc2c(c1)OCCO2	0.8	0.9	5	1	0.9	24	16	0	0.8	-9
14	CO/N=C/NC(=O)Cc1cn(-c2ncc(C(F)(F)F)cc2Cl)c2ccccc12	0.9	1	8	1	1	14	13	-4	0.9	-15
15	COc1cc(NC(=O)CCN2CCN(Cc3ccccc3)CC2)cc(OC)c1	1	0.8	-3	1	0.8	17	0	-4	0.8	-10
16	CC1CN(C(=O)Nc2cccc(Cl)c2)C2(CCCCCC2)O1 (stereo unspecified)	0.9	0.9	14	1	0.9	17	15	0	0.8	-11
17	Cc1ccc2nc(-c3ccccc3)c(CN3CCN(c4ccccc4F)CC3)n2c1	0.9	1	80*	1.1	1	5	6	-6	0.9	-10
18	Cc1cccc(N2CCN(C(c3ccccc3)c3nnnn3CC3CCCO3)CC2)c1C (stereo unspecified)	1	1	76*	1.1	1	21	-4	-7	0.8	-8
19	O=C(CSc1nncn1-c1ccccc1)Nc1ccc(N2CCOCC2)cc1	1	1	-6	1.1	0.9	22	4	-7	0.8	0
20	CC(C)[C@H](NC(=O)NC1CCCC1)C(=O)O	0.9	0.9	-2	1.1	0.9	13	9	-10	0.9	-8
21	COc1cccc(C2(O)CCN(CC(=O)NCC3CC3)CC2)c1	0.9	1	-6	1	1	9	8	2	0.9	-8
22	COc1ccc(C)cc1NC(=O)CNC(=O)Cn1ccc2ccccc2c1=O	0.9	1.1	1	1	1.1	-6	5	1	1.1	-1
23	CCOC(=O)C1C(C(=O)Nc2cccc(C(F)(F)F)c2)C1C(=O)NC(C)C (stereo unspecified)	1.1	1	-2	1.1	1	8	-6	-7	0.9	-12
24	CC(=O)NC1C(c2nc3ccccc3s2)=C(c2ccccc2)C(=O)N1c1ccc(C)cc1 (stereo unspecified)	0.9	0.9	97*	1	1	18	6	-4	0.8	-6
25	Cc1ccc(OCC(=O)N2CCN(S(=O)(=O)c3ccccc3[N+](=O)[O-])CC2)cc1	1	0.9	0	1.1	0.9	24	4	-5	0.8	-6
26	CCOC(=O)c1ccc(S(=O)(=O)NCCN2CCOCC2)cc1	1	1.1	-2	1	1	12	3	1	0.9	-2
27	COc1cc(/C=N/NS(=O)(=O)c2ccc3ccccc3c2)ccc1OCCN1CCOCC1	0.8	0.9	-4	1	0.9	18	17	-3	0.8	-4
28	O=C1CC(C2CCCO2)C(=O)N1c1cccc(Cl)c1 (stereo unspecified)	1	1.1	-3	1	1.1	-7	4	-4	1.1	-9
29	Cc1cccc(-n2cnc3cc([N+](=O)[O-])ccc32)c1	0.9	0.7	8	1	0.9	23	14	3	0.8	-5
30	O=C1CC(c2nc3ccccc3[nH]2)CN1c1ccccc1F (stereo unspecified)	0.8	0.9	-7	1	0.9	18	21	-4	0.8	-12

Record cards, as listed above.
`COc1cccc(C2(O)CCN(CC(=O)NCC3CC3)CC2)c1` reads bIAP activator = 0.9; PMI activator = 1; Lmaj promast = -6; TNAP act hiacc = 1; PMI act satM6P = 1; Diaph inh CS = 9; bIAP inhibitor = 8; TNAP inh hi DEA = 2; Diaphorase act = 0.9; TNAP inh noacc = -8
`Cc1ccc(NC(=O)CS(=O)CC(=O)N(C(C)C(=O)NC2CCCCC2)C(C)(C)C)cc1` (stereo unspecified) reads bIAP activator = 1.1; PMI activator = nt; Lmaj promast = -4; TNAP act hiacc = 1; PMI act satM6P = nt; Diaph inh CS = nt; bIAP inhibitor = -14; TNAP inh hi DEA = 3; Diaphorase act = nt; TNAP inh noacc = -1

Carrying on:
entry	canonical_smiles	bIAP activator	PMI activator	Lmaj promast	TNAP act hiacc	PMI act satM6P	Diaph inh CS	bIAP inhibitor	TNAP inh hi DEA	Diaphorase act	TNAP inh noacc
31	CC(=O)Oc1ccc2oc(=O)c3c(c2c1)CCCN3C(=O)CN1CCN(c2ncccn2)CC1	1	1	-6	1	0.9	4	-3	3	1	-4
32	O=C(Nc1ccc2oc(-c3ccccc3)nc2c1)c1cccnc1	0.9	1	6	1	0.9	13	10	-3	0.9	-5
33	O=c1c2c(nc3cc(-c4ccccc4)[nH]n13)CCC2	1	0.9	3	1	1	13	-4	-4	0.9	-1
34	O=c1[nH]c2ccc(Cl)cc2c(-c2ccccc2)c1SC(=S)N1CCCCC1	1	1	29	1	1	14	0	-4	0.9	6
35	Cc1nn(Cc2ccccc2)c(C)c1C(=O)OCC(=O)c1cc(C)n(C2CC2)c1C	0.9	0.9	14	1.1	0.9	19	10	-6	0.8	-4
36	COc1ccc(CNC(=O)CSCc2ccccc2Cl)cc1	0.6	1	-8	1.1	1.1	-1	35	-5	1	-10
37	COc1ccccc1C(c1nnnn1C(C)(C)C)N1CCCc2ccccc21 (stereo unspecified)	0.9	0.9	-1	1	0.9	16	8	-4	0.8	-7
38	Cc1cccn2cc(-c3ccccc3)nc12	0.8	1	8	1.1	1	13	21	-6	0.9	-15
39	S=C(c1ccc(N2CCOCC2)cc1)N1CCCCC1	1	1	81*	1	1	9	-3	-2	0.9	-7
40	CN1CCN(NC(=O)c2ccc(Cl)cc2Cl)CC1	0.7	1.1	14	1.1	1.1	-12	32	-8	1.1	3
41	Cc1cccc(C)c1C(OCCN(C)C)C1CCCCC1 (stereo unspecified)	0.8	1.1	47	1	1	18	19	-2	0.8	-6
42	O=C(c1ccc(Br)s1)N1CCCC1	0.9	0.9	-3	1	0.9	0	11	-2	1	-4
43	O=[N+]([O-])c1ccccc1OCCCCN1CCCCC1	1	0.9	82*	1	1	13	4	-1	0.9	-10
44	COc1cccc(Cn2cnc3c(NS(=O)(=O)c4ccc(Cl)cc4Cl)c(C)c(C)cc32)c1	1	0.9	-1	1	1	-2	-1	3	1	-10
45	COc1ccc(-c2nc(SCC(=O)N3CCOCC3)n[nH]2)cc1	1	0.9	-10	1	0.9	7	-4	1	0.9	34
46	O=C1CC2C(=O)NCCN2C(=NC(=O)c2ccc(Cl)cc2)N1 (stereo unspecified)	0.9	1	7	1	1.1	3	11	-5	1	-12
47	CC(=O)Nc1ccc(CN2CCN(CC=C(C)C)C(CCO)C2)cc1 (stereo unspecified)	1	1.1	-8	1	1	-1	4	-1	1	-7
48	COc1ccc(C(=O)N2C(=S)NC(=O)/C2=C\c2ccc(C)cc2)cc1	0.2	0.8	1	0.9	0.9	8	nt	6	0.9	-15
49	CCN(CC)C(=O)Nc1ccccc1C	0.8	1	-1	1	1	7	15	-2	0.9	-18
50	COC(=O)c1cc(NC(=O)c2nn(C)c(=O)c3ccccc23)cc(C(=O)OC)c1	1	1	13	1	1.1	-5	-4	0	1	-7
51	Nc1nonc1C(=O)OCC(=O)N1CCOCC1	1	1	-5	1	1	16	4	-4	0.8	-9
52	Cc1cc(C(=O)CN2C(=O)NC(Cc3c[nH]c4ccccc34)C2=O)c(C)n1C (stereo unspecified)	1.1	0.9	3	1	1	13	-9	2	0.9	-3
53	O=C(CN(CCc1ccccc1)C(=O)CNS(=O)(=O)c1ccccc1)NCc1ccco1	0.7	1.1	1	1.1	1.1	9	29	-7	0.9	0
54	Cc1ccc2c(c1)cc(CN(Cc1ccc3c(c1)OCO3)S(=O)(=O)c1ccccc1)c1nnnn12	1.1	0.9	99*	1.1	0.8	21	-6	-7	0.8	-8
55	COc1ccc(N(CC(=O)Nc2nccs2)S(=O)(=O)c2c(C)nn(C)c2C)cc1	0.9	1.1	-3	1.1	1	11	8	-8	0.9	6
56	Cc1ccc(C(=O)c2nocc2C(=O)c2cccs2)cc1	0.9	0.9	6	1	0.8	17	5	-3	0.8	-3
57	COc1cc(CN2CCNC(=O)C2CC(=O)NCCC2=CCCCC2)cc(OC)c1 (stereo unspecified)	1.1	1	4	1.1	0.8	11	-6	-9	0.9	-15
58	CCCn1c(-c2ccc[nH]c2=O)nc2ccccc21	1.2	1	-3	1.1	1	-11	-20	-6	1.1	-10
59	CCOC(=O)C1=C(N)N(c2ccc(C)cc2)C2=C(C(=O)CCC2)C1c1cccs1 (stereo unspecified)	1	1	92*	1	0.9	5	3	-1	1	-8
60	CCOC(=O)C1(P(=O)(c2ccc(Cl)cc2)c2ccc(Cl)cc2)CCC1	1	1	33	1.1	1	4	-4	-6	1	-2

Outcome played no part in choosing rows (roughly 10% active in at least one column).
